TRHR PAM: allosteric enhancers of human TRH receptor. P34981. TRHR cells, fluo-8 calcium fluorescence, EC20 TRH enhancement. enhancement, % at 2 µM. hit rate 0.66% among 360,000; in the data active means enhancement above about 30%; further: 0% is about no effect
Target sequence (P34981 whole entry, looked up): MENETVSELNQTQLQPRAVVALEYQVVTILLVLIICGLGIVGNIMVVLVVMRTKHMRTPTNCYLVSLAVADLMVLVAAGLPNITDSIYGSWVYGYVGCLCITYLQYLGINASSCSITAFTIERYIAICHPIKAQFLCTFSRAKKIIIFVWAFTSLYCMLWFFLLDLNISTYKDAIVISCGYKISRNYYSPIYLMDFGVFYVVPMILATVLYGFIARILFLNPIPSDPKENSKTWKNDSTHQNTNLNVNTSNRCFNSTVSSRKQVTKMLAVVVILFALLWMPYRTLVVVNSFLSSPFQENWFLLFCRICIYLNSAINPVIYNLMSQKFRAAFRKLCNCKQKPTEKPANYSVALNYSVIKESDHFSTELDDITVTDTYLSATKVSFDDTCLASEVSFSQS
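TRHR-expressing cells loaded with fluo-8 calcium dye were read kinetically (ex 480/em 530) during compound addition, then stimulated with an EC20 of TRH (10 nM final). Enhancement of the Gq-mediated intracellular calcium response was scored.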
D1 antag: antagonists of human D1 dopamine receptor | P21728 | HEK293 TREx D1 cells, calcium flux, dopamine EC80; hits give low values | activity change, negative = inhibition, % at 10 µM | hit rate 3.2% among 360,000; in the data active means activity change below about -30%; further: on the % scale 0 is the no-effect control and ±100 the full control effect
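After overnight tetracycline induction at 30 C, force-coupled D1 HEK293 cells took up a no-wash calcium dye at room temperature. Compounds were added and monitored 180 s, and the response to EC80 dopamine was then recorded.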
D1 agonist: agonists of human D1 dopamine receptor | HEK293 T-REx D1 cells, calcium flux, agonist mode | P21728 | AID 504660 | hit rate 1% among 360,000 | activation, % at 2 µM; in the data active means activation above about 30%; further: 0% is about no effect
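Inducible HEK293 T-REx D1 cells, force-coupled to calcium signalling, were plated at 4000 cells/well with tetracycline and held overnight at 30 C. After no-wash calcium dye loading, compound-evoked calcium rise over 180 s flagged agonists.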
D2 ag: D2 dopamine receptor (human) agonism; HEK293 T-REx D2 cells, calcium flux agonist mode; activation, % at 2 µM; P14416; AID 485358; hit rate 0.53% among 340,000;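 active means activation over 3 SD above normal in the single-dose calcium agonist read, cut at about 30% in these data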; further: 0% is about no effect
Target sequence (P14416 whole entry, looked up): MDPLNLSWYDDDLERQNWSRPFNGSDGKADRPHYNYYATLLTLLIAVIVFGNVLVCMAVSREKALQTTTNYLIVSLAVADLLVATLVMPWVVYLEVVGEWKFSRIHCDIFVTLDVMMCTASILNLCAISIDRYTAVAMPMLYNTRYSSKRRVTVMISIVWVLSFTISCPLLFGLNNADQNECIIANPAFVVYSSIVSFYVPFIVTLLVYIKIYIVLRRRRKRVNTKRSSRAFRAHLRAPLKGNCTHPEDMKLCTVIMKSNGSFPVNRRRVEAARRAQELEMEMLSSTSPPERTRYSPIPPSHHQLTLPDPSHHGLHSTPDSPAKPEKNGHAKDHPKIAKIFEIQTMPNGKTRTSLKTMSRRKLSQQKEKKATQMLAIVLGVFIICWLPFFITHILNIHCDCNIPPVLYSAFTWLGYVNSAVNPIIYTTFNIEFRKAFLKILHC
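Tetracycline-induced HEK293 Trex cells with D2 receptor force-coupled to calcium signaling, plated overnight at 30 C and loaded with no-wash calcium dye. Calcium flux read kinetically for 180 s after compound addition; responses flag agonists.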
D2 antag: antagonists of human D2 dopamine receptor. P14416. HEK293 TREx D2 cells, calcium flux, dopamine EC80. inhibition, % at 10 µM. hit rate 2% among 340,000; in the data active means inhibition above about 30%; further: 0% is about no effect
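In this primary screen, negative modulation is detected by tracking calcium flux after an EC80 dopamine challenge in inducible HEK293 T-REx D2 cells preexposed to test compound for 180 s.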
RXFP1 antagonist: RXFP1 (human) relaxin receptor antagonism | Q9HBX9 | HEK293-RXFP1, relaxin-stimulated cAMP HTRF, 30 min; hits give low values | activity change, negative = inhibition, % at 57.5 µM | hit rate 0.59% among 350,000;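 active means activity change of -60% or lower, but not beyond a set lower limit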; further: on the % scale 0 is the no-effect control and ±100 the full control effect
D2 potentiator: positively modulates the human D2 dopamine receptor allosterically | P14416 | HEK293 T-REx D2, calcium flux, EC20 dopamine potentiation | potentiation, % at 10 µM | hit rate 0.34% among 340,000 | AID 485347;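 active means potentiation over 3 SD above the plate norm, cut at about 30% in these data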; further: 0% is about no effect
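Potentiation of an EC20 dopamine calcium response measured kinetically over 180 s, after a preceding 180 s compound-only read flagging agonists. Cells: inducible Hek293 Trex D2 line, 4000/well, cultured overnight at 30 C before dye loading.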
RXFP1 agonist: agonists of human relaxin receptor RXFP1. Potency, µM (highest dose often 57.5 µM), for the others: top-dose activation, most hits filed as activators. hit rate 0.3% among 370,000. Q9HBX9. AID 2676. HEK293T-RXFP1 cAMP TR-FRET, 30 min; response scale: percent of porcine relaxin response, buffer zero; active means well fitted activation curve with a large enough effect; further: potency means the concentration at half of the fitted maximal effect; on the % scale 0 is the no-effect control and ±100 the full control effect; nearly all actives have a fitted effect of over 60% in size; many of its hits are not listed in these tables
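Agonist response is measured as cAMP accumulation in an RXFP1-transfected HEK293T line under PDE4 inhibition. Values are scaled between buffer-only and 29 nM porcine relaxin, and EC50s come from standard Hill equation fits.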
D1 potentiator: enhances dopamine response at the human D1 receptor. P21728. HEK293 TREx D1 cells, calcium flux, dopamine EC20 potentiation. potentiation, % at 10 µM. hit rate 0.036% among 360,000. AID 504651; in the data active means potentiation above about 30%; further: 0% is about no effect
* marks the source's active call; other numbers are inactive results; nt = not tested or not shown.

SMILES	TRHR PAM	D1 antag	D1 agonist	D2 ag	D2 antag	RXFP1 antagonist	D2 potentiator	RXFP1 agonist	D1 potentiator
CCc1ccc(C(C(=O)NC2CCCC2)N(CCOC)C(=O)CCC(=O)Nc2cc(C)on2)cc1 (configuration not stated)	-8	6	2	-3.5	13	11	-8	-0.5%	nt
CCOC(=O)C1CCCN(CCc2ccccc2)C1 (configuration not stated)	-4	-7	3	3.3	16	-3	1	0.2%	-5
COc1ccc(NC(=O)CSc2nnc(C3CCCCC3)n2N)cc1	-5	-23	1	-0.8	-10	-10	5	0.3%	-6
CCOc1ccccc1NC(=O)CC1C(=O)NCCN1C(=O)c1ccc(F)cc1 (configuration not stated)	-4	-3	-1	0.1	nt	nt	-1	-2.3%	-5
COCc1ccc(C(=O)NC2CCSc3ccccc32)cc1 (configuration not stated)	5	-5	0	0.2	-7	-1	-2	-0.2%	-6
O=C(O)C1CCN(c2ccc(S(=O)(=O)N3CCOCC3)cc2[N+](=O)[O-])CC1	-5	-24	4	0.1	24	-5	-7	0.5%	-4
N=c1c(C(=O)NCCc2ccccc2)cc2c(=O)n3ccccc3nc2n1CC1CCCO1 (configuration not stated)	-3	10	1	0.5	5	-19	-6	5.3%	-5
Cc1ccc(C)c(NC(=S)N2CCC(NC(=O)C3CCCCC3)CC2)c1	-2	1	2	-0.2	5	36	6	1.4%	0
CC(=O)c1cccc(NC(=O)CCN2C(=O)C3C4CCC(C4)C3C2=O)c1 (configuration not stated)	-2	5	3	-1.1	-7	3	-9	0.3%	3
COc1ccc(CCCC(=O)NC(C)c2ccccc2)cc1 (configuration not stated)	2	13	4	-0.4	6	5	-12	2.6%	2
O=C(O)CC(NC(=O)C12CC3CC(CC(C3)C1)C2)c1ccc(F)cc1 (configuration not stated)	-8	4	2	-0.3	15	-6	-6	-0.8%	-4
CCC(C)C(NS(=O)(=O)c1ccc(C)cc1)C(=O)N1CCOCCOCCOCC1 (configuration not stated)	-3	-2	3	0.1	5	9	5	1.8%	17
CCOc1cc(N2CCOCC2)c(OCC)cc1NC(=O)C1=COCCO1	-2	9	4	0.6	39*	1	5	0.0%	-1
CC(=O)OC(C(=O)NCc1ccc2c(c1)OCO2)c1ccccc1Cl (configuration not stated)	6	-27	7	1.1	4	2	10	0.7%	-8
Cc1ccccc1OCc1nnc(SCC(=O)N2CCc3ccccc32)n1C	4	-5	0	-1.1	2	10	11	0.6%	1
Cc1ccc(C)c(S(=O)(=O)N2CCN(CC(=O)Nc3ccc4c(c3)OCCO4)CC2)c1	3	8	0	-1.9	12	-5	-4	-3.8%	1
CC(=O)Oc1c(S(=O)(=O)c2ccc(C)cc2)c(C)nn1-c1ccccc1	5	-2	3	0.4	-8	0	14	1.4%	-3
CSc1ccccc1NC(=S)Nc1cc(C)cc(C)c1	8	-5	2	-0.1	-1	-3	-5	1.7%	-5
Cc1cccc(N=Nc2c(O)[nH]c3ccc(F)cc23)c1	-7	-3	7	0.5	-3	0	2	-0.3%	-4
COc1ccccc1CNC(=S)NC1CCCCC1	15	6	1	1.7	14	-15	-7	1.6%	-8
O=C(Nc1nc(-c2cccnc2)cs1)c1ccc(S(=O)(=O)N2CCOCC2)cc1	1	-17	7	-0.5	-16	-8	-1	-0.8%	-1
COc1ccc(N(CC(=O)Nc2cccc(N(C)S(C)(=O)=O)c2)S(C)(=O)=O)cc1OC	-13	-22	0	0.2	14	10	1	0.7%	1
Cn1ncc(Br)c1C(=O)Nc1ccc(Br)cn1	1	9	0	-0.8	8	1	-6	18%	0
[O-][n+]1c2c(nn1-c1ccccc1Cl)-c1nonc1CC2	1	-5	1	0.6	15	1	-14	0.8%	-5
CCCc1c(C(=O)N/N=C/c2cccs2)nnn1-c1nonc1N	9	10	31*	-0.5	-7	-2	11	-1.2%	5

Among those listed so far, eight contain four or more nitrogen atoms.
SMILES	TRHR PAM	D1 antag	D1 agonist	D2 ag	D2 antag	RXFP1 antagonist	D2 potentiator	RXFP1 agonist	D1 potentiator
CCc1ccc(C(C(=O)NC2CCCC2)N(CCOC)C(=O)CCC(=O)Nc2cc(C)on2)cc1 (configuration not stated)	-8	6	2	-3.5	13	11	-8	-0.5%	nt
COc1ccc(NC(=O)CSc2nnc(C3CCCCC3)n2N)cc1	-5	-23	1	-0.8	-10	-10	5	0.3%	-6
N=c1c(C(=O)NCCc2ccccc2)cc2c(=O)n3ccccc3nc2n1CC1CCCO1 (configuration not stated)	-3	10	1	0.5	5	-19	-6	5.3%	-5
Cc1ccccc1OCc1nnc(SCC(=O)N2CCc3ccccc32)n1C	4	-5	0	-1.1	2	10	11	0.6%	1
O=C(Nc1nc(-c2cccnc2)cs1)c1ccc(S(=O)(=O)N2CCOCC2)cc1	1	-17	7	-0.5	-16	-8	-1	-0.8%	-1
Cn1ncc(Br)c1C(=O)Nc1ccc(Br)cn1	1	9	0	-0.8	8	1	-6	18%	0
[O-][n+]1c2c(nn1-c1ccccc1Cl)-c1nonc1CC2	1	-5	1	0.6	15	1	-14	0.8%	-5
CCCc1c(C(=O)N/N=C/c2cccs2)nnn1-c1nonc1N	9	10	31*	-0.5	-7	-2	11	-1.2%	5

The listing continues.
SMILES	TRHR PAM	D1 antag	D1 agonist	D2 ag	D2 antag	RXFP1 antagonist	D2 potentiator	RXFP1 agonist	D1 potentiator
Cn1c(=O)c2c(nc(N/N=C/c3ccc(OC(=O)c4ccco4)cc3)n2Cc2ccccc2Cl)n(C)c1=O	3	-10	1	0.5	-7	-26	-4	1.6%	-3
Cc1ccc(S(=O)(=O)N2CCOCC2)cc1C(=O)Nc1ccncc1	1	8	0	4.1	-23	6	-9	-2.0%	-6
COC(Cc1ccccc1N1CCCC1=O)OC	16	0	-1	1.8	-18	nt	-9	1.2%	-7
CCC(C)(C)n1nnnc1C(c1ccc(F)cc1)N1CCC(C(N)=O)CC1 (configuration not stated)	-1	12	4	0.5	4	-6	5	-0.4%	-5
COC(C[C@@H]1O[C@@H]1[C@H](O)[C@@H](C)OCc1ccccc1)OC	-6	-12	1	0.7	7	nt	-4	0.4%	-7
CC12CCC(C(=O)N(c3ccccn3)c3ccccn3)(OC1=O)C2(C)C (configuration not stated)	12	24	3	0.0	8	-15	8	-0.4%	0
Cc1ccc(CSc2oc(-c3ccco3)nc2S(=O)(=O)c2ccc(Br)cc2)cc1	-8	-35*	15	2.9	nt	-11	-10	0.2%	0
Cc1cccc(NC(=O)CSc2nc3ccccc3nc2N2CCCCC2)c1	-2	30	4	-0.7	-9	-7	2	4.6%	-4
O=C(NCc1ccco1)c1ccc2c(c1)N(Cc1cccc(Cl)c1)C(=O)c1ccccc1S2(=O)=O	-8	-2	7	0.4	nt	-8	9	0.3%	-1
COc1ccc(NC(=O)O/N=C/c2ccccc2)cc1	0	1	3	-0.2	9	7	-4	0.3%	2
O=C(CSc1cn(CC(=O)N2CCOCC2)c2ccccc12)N1CCOCC1	-2	5	6	-0.9	2	7	6	-3.1%	-3
CCOc1ccc2[nH]c3c(=O)n(CCc4ccc(OC)cc4)cnc3c2c1	-6	9	3	1.0	-2	-1	8	4.9%	-3
COc1ccccc1N1C(=O)c2ccc(C(=O)Nc3nccs3)cc2C1=O	3	-26	5	-0.3	0	-3	10	-2.3%	-6
CCOC(=O)N1CCc2c(sc(NCc3ccc(N(C)C)cc3)c2C(=O)Nc2ccccc2OCC)C1	6	2	0	0.1	nt	-6	3	5.9%	1
COc1ccc(-c2csc(NC(=S)NC(=O)/C=C/c3ccco3)n2)cc1OC	11	15	7	7.1	-13	-17	9	2.0%	-8
CCc1ccccc1NC(=O)CN1C(=O)C2CCCN2c2ncc(Cl)cc21 (configuration not stated)	-11	-6	5	-0.2	7	nt	-17	0.3%	-10
NC(=O)C1CCN(c2nc(C3CC3)nc3c2nnn3Cc2ccccc2)CC1	30*	22	0	0.1	1	-14	7	0.2%	6
CC(=O)Nc1nonc1-c1nc2ccccc2n1Cc1nnc(C)o1	5	6	1	1.4	14	40	9	2.6%	1
COc1cc(C2NC(=O)N(C)C3=C2C(=O)CCC3)cc(OC)c1OC (configuration not stated)	-4	4	1	0.6	5	-37	1	0.3%	1
Cc1nnc(Sc2c(N)n(C)c(=O)[nH]c2=O)s1	1	12	4	1.1	-7	11	-5	0.4%	-6
COc1ccc(CCNC(=O)c2cc(-c3ccccn3)nc3ccccc23)cc1	-1	-35*	0	-0.4	-28	-1	9	1.2%	-4
O=C(NNS(=O)(=O)Cc1ccccc1)c1ccc([N+](=O)[O-])cc1	4	-7	1	-0.3	-31	5	4	-0.5%	-5
CCN(C(=O)COC(=O)COc1ccc2c(c1)CCC2)c1c(N)n(Cc2ccccc2)c(=O)[nH]c1=O	1	-7	4	0.0	-8	1	5	0.7%	-1
CCOC(=O)C1CCCN(S(=O)(=O)c2cc3c(cc2Cl)NC(=O)CO3)C1 (configuration not stated)	-4	-11	4	-0.6	5	-8	0	0.3%	-7
CC1(C)Cc2cccc(OCC(=O)OCC(=O)NCc3ccccc3)c2O1	0	3	1	1.0	9	3	-12	-1.1%	2

Continuation.
SMILES	TRHR PAM	D1 antag	D1 agonist	D2 ag	D2 antag	RXFP1 antagonist	D2 potentiator	RXFP1 agonist	D1 potentiator
Cc1ccc(SCC(=O)NC(=O)Nc2ccc3c(c2)OCCO3)cc1C	2	8	-1	0.7	5	-9	3	4.4%	0
C=CCn1c(COc2ccc(F)cc2)nnc1SCC(=O)NC1CC1	12	-2	3	-0.3	-20	-5	13	0.1%	5
Cc1c(NC(=O)COC(=O)C23CC4CC(CC(O)(C4)C2)C3)c(=O)n(-c2ccccc2)n1C	-4	nt	0	0.7	2	1	10	-0.4%	-4
Cc1ccc(Nc2c(F)c(F)c(F)c(F)c2C(=O)O)cc1	-5	-12	3	-0.2	-1	-3	1	0.3%	-9
N#Cc1nc(Nc2cc(F)cc(Cl)c2)nc(NC2CCCC2)n1	-2	-27	11	nt	nt	nt	nt	nt	0
OCC[C@@H]1C[C@H](O)[C@@H](O)[C@@]2(Cc3ccccc3O2)O1	5	-7	2	0.3	4	nt	13	2.8%	6
CCOC(=O)c1ccc(NC(=S)N(CCCN(CC)CC)Cc2ccco2)cc1	7	30	13	2.0	0	1	-6	0.6%	-5
CN(CCc1ccccc1)Cc1nc(-c2cnccn2)no1	3	-11	1	0.0	-29	-14	22	2.7%	0
CCCN1C(=O)/C(=C/c2c(NCCCOCC)nc3c(C)cccn3c2=O)SC1=S	11	12	0	-0.2	2	5	-3	1.0%	6
COc1ccccc1N1CCN(CCC(=O)Nc2ccc3c(c2)OCO3)CC1	14	-11	0	55*	80*	-1	-18	3.5%	-7
Cc1[nH]n(-c2ccccc2)c(=O)c1C=Nc1cccc(F)c1	-5	-18	2	0.6	-13	-3	-1	0.2%	1
O=Cc1ccnc(-c2ccc(OC(=O)c3ccco3)cc2)n1	-8	-3	4	1.5	-10	-14	-1	0.0%	12
Cc1ccccc1OCC(=O)OCc1cc(=O)n2nc(C3CC3)sc2n1	3	17	4	0.2	nt	nt	-12	0.7%	-5
CCCCN=C(C)c1c(O)c2ccccc2oc1=O	-3	-10	-2	-1.0	2	-4	8	-0.4%	-2

An excerpt; the hit share may differ from the screen's.
